CSN inh = CSN deneddylation inhibition; Purified CSN, SCF-Nedd8-OG deneddylation, fluorescence polarization; inhibition, % at 12.5 µM; 0.38% of 360,000 active; AID 651999;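 active means pattern-corrected inhibition above about 35%, with an unprinted fluorescence ratio check between 0.5 and 1.5, limit read from the data, passing the limit was not always enough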;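 further: 0% = enzyme with substrate and 100% = substrate without enzyme; some results filed as inactive read as strong as hits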
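test system = HEK293T-derived human Csn5 enzyme | amount = 0.24 nM Csn5 enzyme, final concentration | medium = Tris/NaCl/DTT buffer, pH 7.5 | schedule = 90 min reaction at room temperature | signal = FP | evaluation = inhibition of Csn5 cleavage, % | compound dosing = single dose of 12.5 µM compound with 0.25% DMSO | probe or stimulus = 10 nM SCFSkp2-Nedd8OG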
FAS-TE inh = inhibitors of human fatty acid synthase thioesterase domain. P49327. inhibition, % at 15 µM. 0.67% of 360,000 active. AID 602261. recombinant FAS-TE, OMFH fluorogenic substrate, fluorescence endpoint;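 active means compounds whose normalised, plate-corrected inhibition of enzyme fluorescence in the single-dose primary screen is 50% or more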;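 further: 0% = DMSO with enzyme and 100% = substrate without enzyme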
E coli Lon inh = E. coli protease La inhibition; P0A9M0; purified E. coli Lon protease, fluorescence polarization; inhibition, % at 7.94 µM; 0.42% of 360,000 active; AID 602123; in the data active means inhibition above about 13%, passing the limit was not always enough;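 further: 0% = enzyme with probe and DMSO and 100% = no enzyme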
Target sequence (P0A9M0 whole entry, looked up): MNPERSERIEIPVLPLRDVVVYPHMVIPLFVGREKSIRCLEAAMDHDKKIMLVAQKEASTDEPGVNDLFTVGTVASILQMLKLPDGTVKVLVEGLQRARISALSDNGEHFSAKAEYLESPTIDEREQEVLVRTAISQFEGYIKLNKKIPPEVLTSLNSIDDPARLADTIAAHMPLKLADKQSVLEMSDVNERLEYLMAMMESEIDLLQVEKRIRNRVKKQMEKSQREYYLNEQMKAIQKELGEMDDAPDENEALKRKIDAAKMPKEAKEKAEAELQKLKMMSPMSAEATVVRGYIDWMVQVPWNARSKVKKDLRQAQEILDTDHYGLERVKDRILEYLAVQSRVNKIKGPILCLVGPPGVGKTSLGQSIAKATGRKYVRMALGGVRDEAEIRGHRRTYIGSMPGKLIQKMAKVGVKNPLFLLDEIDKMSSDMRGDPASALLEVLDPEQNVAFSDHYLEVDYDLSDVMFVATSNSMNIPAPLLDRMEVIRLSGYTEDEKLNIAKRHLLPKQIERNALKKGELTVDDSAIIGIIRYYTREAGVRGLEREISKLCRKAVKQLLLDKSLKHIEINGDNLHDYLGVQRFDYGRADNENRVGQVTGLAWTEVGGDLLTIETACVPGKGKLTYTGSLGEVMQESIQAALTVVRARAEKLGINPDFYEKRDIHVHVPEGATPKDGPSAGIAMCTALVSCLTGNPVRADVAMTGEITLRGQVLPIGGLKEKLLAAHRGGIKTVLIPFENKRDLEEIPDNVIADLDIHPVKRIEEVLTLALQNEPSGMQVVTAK
Rin1-Abl PPI inh = inhibitors of human Rin1-Abl protein interaction; P00519+Q13671; AID 588664; TR-FRET Rin1/Abl binding, biochemical; 0.4% of 360,000 active; inhibition, % at 7.35 µM; in the data active means inhibition above about 5%, passing the limit was not always enough
bovine MsrA act = activators of bovine methionine sulfoxide reductase A | purified bovine MsrA, absorbance read-out | activation, % at 10.6 µM | 0.3% of 360,000 active | AID 602163; in the data active means activation above about 7.5%;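 further: 0% = vehicle and 100% = reference activator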
Rpn11 block = inhibitors of human proteasome Rpn11; calls only at 20 µM; AID 588493; human 26S proteasome, Ub4-pepOG fluorescence polarization; 20S core pre-blocked with epoxomicin; 0.59% of 360,000 active; O00487;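 active means inhibition at 20 µM, scaled to each plate's controls, above about 33%, limit read from the data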
MLLE-PAM2 inh = inhibitors of microRNA-mediated deadenylation, human PABP1 MLLE binding. P11940. GST-MLLE / FITC-PAM2 fluorescence polarization. inhibition, % at 20 µM. 0.36% of 360,000 active; in the data active means inhibition above about 35%, passing the limit was not always enough;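 further: plate controls were DMSO wells with GST-MLLE for no effect and wells lacking GST-MLLE protein for full effect; some results filed as inactive read as strong as hits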
MT1-MMP act inh = blocks activation of human MT1-MMP. P50281. HT1080 RFP-PRO-GFP cells, GFP/RFP ratio fluorescence, overnight; percent of plate control window, DMSO zero. GFP/RFP ratio change, % at 20 µM. 0.061% of 360,000 active. AID 651647;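 active means GFP/RFP ratio change of at least 30% with cell ATP level not reduced by more than half and red fluorescence within 50% of control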; further: strong numbers were not always called active
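Assay system: HT1080 cells carrying an RFP-PRO-GFP reporter | Dosing: Single dose of 20 µM compound, 1% DMSO final | Incubation: Cells overnight before dosing, compound overnight, 37 °C, 5% CO2 | Evaluation: GFP/RFP fluorescence ratio | Control set: DMSO and RFP-L50D-GFP cell wells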
MsrA inh = bovine MsrA inhibition | purified bovine MsrA, absorbance read-out | AID 651718 | inhibition, % at 15.5 µM | 0.75% of 360,000 active; in the data active means inhibition above about 4.5%;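 further: 0% = vehicle wells with enzyme and 100% = reference inhibitor wells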
The depositor's hits bear a star; i = inactive.

Abbreviations: A = CSN inh; B = FAS-TE inh; C = E coli Lon inh; D = Rin1-Abl PPI inh; E = bovine MsrA act; F = Rpn11 block; G = MLLE-PAM2 inh; H = MT1-MMP act inh; I = MsrA inh
1) CC1CCCCC12NC(=S)N(c1ccccc1)N2 (stereo not given)
  A = 4	B = -6	C = 4	D = 1	E = -5	F = i	G = -5	H = -3	I = 0.3
2) Nc1nc2c(ncn2[C@@H]2O[C@H](CNC(=O)[C@H](N)Cc3cncn3COCc3ccccc3)[C@@H](O)[C@H]2O)c(=O)[nH]1
  A = 5	B = -9	C = -9	D = 1	E = 4	F = i	G = 4	H = 0	I = 0.3
3) Cc1ccc(C)c(N(CC(=O)NC2CCCC2)C(=O)c2cc3cc4cc(C)ccc4nc3s2)c1
  A = -3	B = 41	C = -1	D = 1	E = -1	F = i	G = 9	H = -8	I = -0.4
4) CCOC(=O)[C@@H]1[C@H]2COc3ccc(Br)cc3[C@@H]2N2C(=O)N(c3ccc(Cl)cc3)C(=O)[C@@]12C
  A = -5	B = 38	C = -6	D = 4	E = -5	F = i	G = -9	H = 0	I = 1.2
5) O=C(/C=C/C(=O)NCc1cccs1)NCc1cccs1
  A = -1	B = -6	C = -10	D = -1	E = 0	F = i	G = -3	H = 0	I = -1.3
6) CCN(CC)CCCn1c(SCC(=O)Nc2cccc(F)c2)nnc1-c1ccoc1C
  A = -2	B = -6	C = -4	D = -1	E = -3	F = i	G = 6	H = 0	I = 0.6
7) Cc1nonc1OCC(C)(COc1nonc1C)NC(=O)c1ccccc1
  A = -1	B = 9	C = -3	D = 1	E = -1	F = i	G = -11	H = 1	I = 0.3
8) CCN(CC)S(=O)(=O)c1ccc(C(=O)NCCc2ccccn2)cc1
  A = 0	B = -5	C = 0	D = 4	E = 1	F = i	G = 6	H = 3	I = 0.1
9) c1ccc(Cn2c[n+](Cc3ccccc3)c3ccccc32)cc1
  A = 4	B = -6	C = -5	D = 6	E = -1	F = i	G = 8	H = 1	I = 0.7
10) CC1(C)CC(=O)C=C(c2ccc(-c3cnc4ccccc4c3)cc2)C1=O
  A = -3	B = 13	C = 3	D = -5	E = -4	F = i	G = -8	H = 2	I = 0.5
11) O=c1[nH]c2ccccc2nc1NCc1ccccc1
  A = -1	B = -2	C = 5	D = -1	E = -6	F = i	G = -1	H = 2	I = 3.0
12) Cc1sccc1/C=N/NC(=O)c1ccco1
  A = 0	B = -5	C = -9	D = -1	E = -4	F = i	G = -7	H = 4	I = 4.1
13) O=C(Nc1cc(=O)[nH]c2nc(-c3ccccc3)nn12)c1ccccc1Cl
  A = 0	B = -1	C = -3	D = -1	E = -6	F = i	G = -29	H = 7	I = -0.8
14) COC(=O)c1ccc(CSc2ccccc2NC(=S)Nc2cccc(SC)c2)o1
  A = -1	B = 15	C = -1	D = -4	E = -1	F = i	G = 30	H = 4	I = -0.8
15) CCCNC(=O)Cn1c(-c2ccc(F)cc2)cc(C(=O)OCC)c1C
  A = -7	B = -11	C = 0	D = 5	E = -10	F = i	G = 9	H = 0	I = -0.8
16) O=C(COC(=O)Cc1cccs1)Nc1cccc(S(=O)(=O)N2CCOCC2)c1
  A = -2	B = -3	C = 8	D = 1	E = 0	F = i	G = -15	H = 0	I = -0.2
17) CCOC(=O)C1=C(COC(=O)c2ccc(OC(C)C)cc2)NC(=O)NC1C (stereo not given)
  A = 2	B = 1	C = -14	D = 1	E = 0	F = i	G = -2	H = 4	I = -0.4
18) Cc1noc(C)c1C(=O)Nc1sccc1C(N)=O
  A = 3	B = 0	C = -7	D = -3	E = -1	F = i	G = -4	H = 0	I = 1.4
19) COc1ccc2sc(-c3ccccc3OC)c(-c3ccc(O)cc3)c2c1
  A = -4	B = 26	C = 3	D = 0	E = -3	F = i	G = -15	H = -1	I = -0.6
20) CCN(CC)CCNC(=O)Cn1cnc2sc(C)c(S(=O)(=O)N3CCOCC3)c2c1=O
  A = -1	B = -4	C = 3	D = -2	E = 0	F = i	G = -1	H = 6	I = -0.5
21) Cc1ccccc1N/C(=N/S(=O)(=O)c1cc(F)ccc1F)c1ccccc1
  A = -4	B = 7	C = -2	D = 1	E = -3	F = i	G = 4	H = -1	I = -0.8
22) COc1ccc(S(=O)(=O)NC2CC(=O)N(c3cccc(F)c3)C2)cc1OC (stereo not given)
  A = -4	B = -5	C = -4	D = 0	E = -2	F = i	G = 2	H = 0	I = -1.1
23) CC1CCCCN1C(=O)Cn1nnc(-c2cccnc2)n1 (stereo not given)
  A = -13	B = -14	C = 26*	D = 5	E = -7	F = i	G = 49*	H = -27	I = -0.4
24) COCCNC(=O)c1ccc(N2CC3CC(C2)c2cccc(=O)n2C3)c(NC(=O)c2ccc(F)cc2)c1 (stereo not given)
  A = 0	B = -3	C = 4	D = 1	E = -4	F = i	G = -8	H = -2	I = 1.1
25) COc1ccc(NC(C)C(=O)N2CCN(Cc3ccccc3)CC2)cc1 (stereo not given)
  A = 1	B = -8	C = 0	D = 1	E = -2	F = i	G = 5	H = 1	I = 1.3
26) COCC(C)(C)COS(N)(=O)=O
  A = -1	B = -5	C = 4	D = 0	E = -1	F = i	G = 2	H = -1	I = 0.1
27) O=C(CCCN1C(=O)/C(=C/c2cccs2)SC1=S)Nc1ccc(O)cc1
  A = 4	B = 6	C = -1	D = 1	E = -1	F = i	G = 4	H = 8	I = 0.2
28) Cc1ccc(Cl)c(OCC(=O)Nc2cccnc2)c1
  A = 0	B = -4	C = -2	D = 0	E = -5	F = i	G = -5	H = 1	I = 0.1

A second format for some results above:
1	CC1CCCCC12NC(=S)N(c1ccccc1)N2 (stereo not given)
2	Nc1nc2c(ncn2[C@@H]2O[C@H](CNC(=O)[C@H](N)Cc3cncn3COCc3ccccc3)[C@@H](O)[C@H]2O)c(=O)[nH]1
3	Cc1ccc(C)c(N(CC(=O)NC2CCCC2)C(=O)c2cc3cc4cc(C)ccc4nc3s2)c1
4	CCOC(=O)[C@@H]1[C@H]2COc3ccc(Br)cc3[C@@H]2N2C(=O)N(c3ccc(Cl)cc3)C(=O)[C@@]12C
5	O=C(/C=C/C(=O)NCc1cccs1)NCc1cccs1
6	CCN(CC)CCCn1c(SCC(=O)Nc2cccc(F)c2)nnc1-c1ccoc1C
7	Cc1nonc1OCC(C)(COc1nonc1C)NC(=O)c1ccccc1
8	CCN(CC)S(=O)(=O)c1ccc(C(=O)NCCc2ccccn2)cc1
9	c1ccc(Cn2c[n+](Cc3ccccc3)c3ccccc32)cc1
compound no.	1	2	3	4	5	6	7	8	9
CSN inh	4	5	-3	-5	-1	-2	-1	0	4
FAS-TE inh	-6	-9	41	38	-6	-6	9	-5	-6
E coli Lon inh	4	-9	-1	-6	-10	-4	-3	0	-5
Rin1-Abl PPI inh	1	1	1	4	-1	-1	1	4	6
bovine MsrA act	-5	4	-1	-5	0	-3	-1	1	-1
Rpn11 block	i	i	i	i	i	i	i	i	i
MLLE-PAM2 inh	-5	4	9	-9	-3	6	-11	6	8
MT1-MMP act inh	-3	0	-8	0	0	0	1	3	1
MsrA inh	0.3	0.3	-0.4	1.2	-1.3	0.6	0.3	0.1	0.7

Nos. 27 to 28 from above:
Abbreviations: A = CSN inh; B = FAS-TE inh; C = E coli Lon inh; D = Rin1-Abl PPI inh; E = bovine MsrA act; F = Rpn11 block; G = MLLE-PAM2 inh; H = MT1-MMP act inh; I = MsrA inh
27) O=C(CCCN1C(=O)/C(=C/c2cccs2)SC1=S)Nc1ccc(O)cc1
  A = 4	B = 6	C = -1	D = 1	E = -1	F = i	G = 4	H = 8	I = 0.2
28) Cc1ccc(Cl)c(OCC(=O)Nc2cccnc2)c1
  A = 0	B = -4	C = -2	D = 0	E = -5	F = i	G = -5	H = 1	I = 0.1

Source: PubChem
